# Bioassay records as filed in PubChem BioAssay.
# TCR CD3 inh – human TCR-CD3 binding inhibition; TAMRA-labeled TCR probe fluorescence, biochemical; inhibition, % at 9.4 µM; hit rate 0.37% among 360,000; AID 651800; in the data active = inhibition above about 19%;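 also: recombinant mutant TCR 2C K166C tagged with TAMRA read by polarization; 0% = receptor in buffer alone and 100% = receptor with positive control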
# rCAG binder – molecules binding r(CAG) RNA repeats; hit rate 1.3% among 370,000; r(CAG) RNA repeat, TO-PRO-1 dye displacement fluorescence; inhibition, % at 3 µM;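 active = inhibition above the plate cutoff, the mean of all test compounds on that plate plus 3 SD, cut at about 35% in these data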;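 also: 0% = DMSO alone and 100% = 100 µM mitoxantrone as full dye displacement; higher means more dye released from RNA so lower well fluorescence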
# HTRA1 inh – HTRA1 (human) protease inhibition. Q92743. recombinant HTRA1, FP-rhodamine activity-based probe, fluorescence polarization. inhibition, % at 5.96 µM. hit rate 0.5% among 340,000. AID 504803; in the data active = inhibition above about 36%;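 also: 0% = enzyme with DMSO and 100% = wells lacking enzyme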
# MBD2 DNA inh – blocks human MBD2 binding to methylated DNA; Q9UBB5; TR-FRET, MBD2 binding to methylated oligonucleotide; inhibition, % at 4.4 µM; hit rate 0.31% among 370,000; AID 686964; in the data active = inhibition above about 13%
# TDP2 absorb – blocks human TDP2 phosphodiesterase activity. O95551. recombinant TDP2, T5PNP hydrolysis, p-nitrophenol absorbance 415 nm. inhibition, % at 12.8 µM. hit rate 0.34% among 370,000;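 active = inhibition above the mean of all tested compounds plus 3 SD, set per campaign, cut at about 25% in these data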;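 also: 0% = DMSO with enzyme and 100% = buffer with substrate but no TDP2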
#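 System – recombinant human TDP2 · Amount – 120 nM TDP2 per well · Buffer or medium – Mg2+-containing Tris-HCl buffer, pH 7.5 · Reagent – T5PNP substrate, 5 mM · Dosing – 12.8 µM single point, 1% DMSO · Incubation – 2 h at 37 °C · Measured by – epi absorbance · Read-out basis – percent inhibition · Benchmarks – high control without enzyme, low control DMSO plus TDP2 · Repeats – singlicate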
# PRMT1 inh – blocks human protein arginine methyltransferase 1 | Q99873 | recombinant PRMT1, activity-based probe fluorescence polarization | inhibition, % at 2.79 µM | hit rate 1.3% among 370,000;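 active = inhibition above about 21% made by adding two undisclosed values, limit read from the data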
# Target sequence (Q99873 whole entry, looked up): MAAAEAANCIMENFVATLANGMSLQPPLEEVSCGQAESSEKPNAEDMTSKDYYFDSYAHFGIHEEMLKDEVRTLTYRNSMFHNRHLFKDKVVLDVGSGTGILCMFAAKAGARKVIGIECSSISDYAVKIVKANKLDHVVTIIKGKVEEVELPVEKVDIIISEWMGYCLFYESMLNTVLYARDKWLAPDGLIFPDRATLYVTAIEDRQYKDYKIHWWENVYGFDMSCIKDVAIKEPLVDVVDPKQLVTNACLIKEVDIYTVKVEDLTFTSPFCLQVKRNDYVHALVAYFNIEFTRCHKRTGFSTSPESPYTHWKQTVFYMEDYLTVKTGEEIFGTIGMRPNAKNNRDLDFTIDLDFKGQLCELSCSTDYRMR
# LEDGF integ inh – blocks HIV-1 LEDGF/p75-dependent DNA integration | hit rate 0.64% among 370,000 | inhibition, % at 3.7 µM | TR-FRET IN-LEDGF/p75 DNA integration, Eu/Cy5;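 active = inhibition above the screen-wide mean plus 3 SD, cut at about 13% in these data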;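 also: signal is the Cy5 over europium emission ratio at 671 and 618 nm; 0% = plate median of compound wells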
# SIAE primary – blocks human sialic acid acetylesterase; SIAE FP-Rh probe binding, fluorescence polarization; AID 1053197; Q9HAT2; hit rate 0.69% among 370,000; inhibition, % at 9.66 µM;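 active = inhibition above a cutoff: mean of compounds within the control limits plus 3 SD of those, cut at about 17% in these data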;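 also: 0% = plate median of compound wells and 100% = probe without SIAE protein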
# GC-B act – GC-B (human) receptor activation; P20594; HEK293-GC-B cells, CNP EC30, cGMP TR-FRET; 0% at EC30 CNP, 100% saturating CNP; activation, % at 10 µM; hit rate 0.11% among 370,000;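 active = activation at 10 µM reaching about 35% in either raw or pattern-adjusted values, limit read from the data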
# ABHD4 inh – ABHD4 (mouse) inhibition, primary FP screen; inhibition, % at 8.92 µM; hit rate 0.54% among 370,000; Q8VD66; purified mABHD4, FP-Rh probe fluorescence polarization;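 active = inhibition exceeding the mean over every tested compound plus 3 SD, cut at about 30% in these data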;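 also: 0% = plate median of compound wells and 100% = S159A mutant with DMSO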
# Target sequence (Q8VD66 whole entry, looked up): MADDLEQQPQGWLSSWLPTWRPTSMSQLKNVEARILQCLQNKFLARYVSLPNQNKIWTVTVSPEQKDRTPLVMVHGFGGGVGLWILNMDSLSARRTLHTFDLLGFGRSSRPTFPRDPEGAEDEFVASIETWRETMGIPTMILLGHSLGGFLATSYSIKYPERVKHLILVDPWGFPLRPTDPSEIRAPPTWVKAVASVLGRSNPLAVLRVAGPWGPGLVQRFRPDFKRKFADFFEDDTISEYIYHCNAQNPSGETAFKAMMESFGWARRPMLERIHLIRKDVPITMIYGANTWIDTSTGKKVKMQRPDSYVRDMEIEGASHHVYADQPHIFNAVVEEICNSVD
#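 system = mouse ABHD4 enzyme, wild type | medium = HEPES pH 7.0, NaCl, Pluronic buffer | also added = FP-Rh probe | incubation = Enzyme–compound pre-incubation 45 min, then probe 60 min, both 25 °C | technique = fluorescence polarization, excitation 525 nm, emission 598 nm, BODIPY TMR filters | controls = S159A mutant high control, sample median low control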
# An asterisk follows results filed as active; / = no result given.
SMILES,TCR CD3 inh,rCAG binder,HTRA1 inh,MBD2 DNA inh,TDP2 absorb,PRMT1 inh,LEDGF integ inh,SIAE primary,GC-B act,ABHD4 inh
O=C(CCNC(=O)c1ccc(Cl)cc1)Nc1ccncc1,-3,1,3,1,15,-3,4,-5,-1,-4
Cc1c(C(=O)NNC(=S)NCc2ccc(Cl)cc2)oc2ccccc12,-7,31,-7,-3,-6,3,-4,3,0,8
CCOC(=O)C1=C(O)/C(=C\c2ccc(OC)c(OC)c2)N=C1C,2,6,-5,-5,12,4,1,4,0,0
O=C(Nc1ccc(S(=O)(=O)NCC2CCCO2)cc1)c1ccc(F)cc1 (centres undefined),0,2,-3,6,-17,0,-4,-1,-7,-7
COCCNC(=O)c1onc(CSc2ccc(Cl)cc2)c1C(=O)O,1,5,-2,9,5,2,-1,-2,3,4
Cc1ccc(OCc2ccc(C(=O)Nc3c(C)nn(Cc4c(F)c(F)c(F)c(F)c4F)c3C)o2)c([N+](=O)[O-])c1,0,2,-22,5,-9,6,-6,-8,2,-15
CC(=O)c1cccc(S(=O)(=O)Nc2cc(C(F)(F)F)ccc2N2CCOCC2)c1,1,13,1,-1,-5,2,1,-4,2,-4
COc1cccc(NC(=O)c2oc3ccccc3c2NC(=O)C(C)(C)C)c1,8,2,-76,1,-7,0,-6,-17,2,-41
Clc1cccc(-c2nc(NCc3cccnc3)c3ccccc3n2)c1,1,11,-105,-3,5,-4,0,-35,11,-41
Cc1ccc(NC(=O)CN2CCOCC2)c(Br)c1,6,4,0,-5,-20,-3,-1,-2,-1,-9
Cc1cccc(NC(=S)NCc2ccco2)n1,5,1,-13,1,7,3,2,-4,-3,-1
COc1ccc(/C=C(/NC(=O)c2cccs2)C(=O)N2CCOCC2)cc1OC,-7,4,-2,3,4,2,0,5,3,4
Cc1nc2cc(C)c(C)cc2s1,11,2,1,-2,5,-1,0,2,-4,0
NC(=O)c1c(NC(=O)COC(=O)CSc2nnc(-c3ccc(Cl)cc3)o2)sc2c1CCC2,7,9,-1,-2,9,2,1,1,-5,1
CC1C(c2ccccc2)=Nn2c(=O)n(-c3ccccc3)c(=O)n21 (centres undefined),-3,0,-2,-1,-1,9,-3,-5,1,3
C=CCn1c(NCCOC)nc2c1c(=O)n(C)c(=O)n2C,5,2,4,-4,-7,2,1,13,-7,-4
CC(=O)c1cccc(-c2ccnc3c2CC(C(=O)Nc2cccc(OC(F)(F)F)c2)O3)c1 (centres undefined),-3,2,/,-4,2,-3,-3,-23,-4,-1
O=C(c1ccc2c(=O)n(Cc3ccc4c(c3)OCO4)c(=O)[nH]c2c1)N1CCN(c2ccccc2)CC1,0,3,2,0,10,4,0,6,-2,0
C=CCN=C1SCC(=O)N1S(=O)(=O)c1ccc(C)cc1,-1,8,2,-2,2,1,-1,-4,-1,-3
Cn1nc2c3ccccc3n(Cc3ccccc3)c2nc1=S,2,2,-7,1,-1,0,-5,0,14,2
CN1C(=O)N(C)C2C1N(C)S(=O)(=O)N2C (centres undefined),1,1,8,0,4,0,0,5,12,-4
CC(C)CNC(=O)C1(C)CCCN1C(=O)c1cncc(Br)c1 (centres undefined),0,3,/,-2,6,-3,4,6,2,-3
Cc1ccc(Nc2cc(-n3cccn3)ncn2)c(C)c1,-3,-5,-4,7,-7,0,5,6,-9,-4
COc1cccc(OC(C)c2ccnc3nc(/N=C/N(C)C)nn23)c1 (centres undefined),3,-5,1,0,3,-1,-2,4,-6,7
COc1ccc(CC(=O)NCc2n[nH]c(=S)n2C)cc1,1,0,-2,-5,3,-6,2,11,3,-2
Cc1cccc(C)c1NC(=O)C1CCCN1S(=O)(=O)c1ccccc1 (centres undefined),1,0,-3,-1,4,-2,1,1,4,-7
C(=N\N1CCN(c2ccccc2)CC1)/c1ccccc1,0,-6,6,2,7,-1,-2,10,0,-3
COc1ccccc1NC(=O)CCC(=O)O,-15,2,2,0,-21,-3,0,1,9,-2
O=C(Nc1ccc(F)cc1)C(c1cc2ccccc2o1)N1CCN(CC(=O)N2CCCC2)CC1 (centres undefined),4,1,/,-2,5,-3,4,3,0,2
C=CCNC(=O)/C(C#N)=C/c1ccc(C)o1,4,0,4,1,-6,1,-2,-1,2,1
O=C(CNCc1ccccn1)Nc1cc(S(=O)(=O)N2CCCCC2)ccc1Cl,-8,-4,-6,2,-2,1,4,3,-1,-3
CCCC(=O)Nc1ccc(NC(=O)c2cccs2)cn1,-1,1,-2,-6,-8,0,5,-1,-3,7
O=C(O)CN1C(=O)/C(=C\C(Br)=C\c2ccccc2)SC1=S,0,50*,-3,3,12,31*,3,0,2,13
Cc1ccc(N(c2ncnc(N)c2[N+](=O)[O-])C2CCCCC2)cc1,7,-7,2,-4,-2,1,-2,1,-8,-6
Cc1cc(=O)n2[nH]c(-c3cccc(Cl)c3)cc2n1,-1,3,12,-1,6,2,-6,-5,-8,-3
COc1cc(C(=O)Nc2ccncc2)cc(OC)c1OC,-2,-1,0,6,6,3,-5,0,1,8
CCOC(=O)C1(C)CCCCN1C(=O)c1ccoc1 (centres undefined),-4,1,/,-1,0,0,-3,-1,5,2
O=C(CSc1nnc(COc2ccc(Cl)cc2)o1)Nc1ccc(N2CCOCC2)cc1,-4,-2,-3,-5,-3,3,-5,1,-3,-1
Cc1ccc(/C=C2/SC(=S)N(CCCC(=O)Nc3cc([N+](=O)[O-])ccc3O)C2=O)cc1,-1,1,-5,3,-6,1,-7,7,3,-4
COc1cccc(-c2nc(NCc3ccccc3)c3ccccc3n2)c1O,5,38*,-10,1,-17,0,-2,0,29,27
O=C(NCC1CCCO1)Nc1ccccc1 (centres undefined),3,0,4,-3,-7,1,0,-2,4,-4
Fc1ccc(C2c3[nH]c4ccccc4c3CCN2CCCn2cccn2)cc1 (centres undefined),0,-5,4,4,0,2,-3,1,-8,-6
O=C(NCc1ccccc1)NC1(C(=O)N2CCN3CCCC3C2)CCCCC1 (centres undefined),-2,4,0,-2,-2,-1,2,-2,3,0
CC(C)OP(=O)(c1ccc(N(C)C)cc1)C(O)c1c(Cl)cccc1Cl (centres undefined),4,-7,-2,-5,12,1,0,-1,0,3
CC(C)C[C@@H](CN)NC(=O)c1nc[nH]c1C(=O)N[C@@H](Cc1ccccc1)C(=O)CNC[C@H](C)NC(=O)c1nc[nH]c1C(=O)N[C@@H](C)C(=O)O,0,0,0,-2,10,2,-3,2,1,7
CC(=O)Nc1ccc(S(=O)(=O)N2CCC3(CC2)CC(=O)c2ccccc2O3)cc1,-3,-3,-4,1,1,0,3,-1,-5,-3
Cc1cc(C(=O)NC2CC(C)(C)Cc3c2cnn3-c2ccccc2)n(C)n1 (centres undefined),3,-8,-7,5,-2,-1,-2,-3,1,2
Cc1cccc(NC(=O)CSc2nc(NS(=O)(=O)c3ccccc3)cc(=O)[nH]2)c1,10,12,-18,-2,-1,2,1,-19,1,-5
Cn1c(N)nc2ccccc2c1=O,-8,-4,/,5,7,3,-1,0,3,1
CC(C)(C)c1ccc(C(=O)N2CCN(S(=O)(=O)c3ccc(Br)s3)CC2)cc1,-11,3,-13,-1,-16,0,1,-1,7,-1
N#Cc1cc(-c2ccc(Cl)cc2)cn(Cc2c(Cl)cccc2Cl)c1=O,-3,2,0,0,3,2,-6,2,-10,1
O=S1(=O)CC(NCc2ccccc2)C(Nc2ccccc2)C1 (centres undefined),4,0,4,-5,10,0,-1,4,-1,4
CN(C)/C=C1/OC(=O)C(C#N)=C1c1ccc(Cl)cc1,-10,6,1,3,-9,4,-1,-10,9,-11
COC(=O)c1ccc(COC(=O)c2ccc(CS(=O)(=O)c3ccc(C)cc3)cc2)cc1,4,0,6,-2,-15,0,-2,2,-7,0
Cc1ccc2c(C)c(C(=O)N(C)Cc3nccn3C)oc2c1C,-5,-9,1,-4,3,1,2,0,-2,3
Cn1cc(Cl)c(C(=O)NC2CCCCCC2)n1,6,-3,-4,2,7,3,0,-3,1,3
NC(=O)c1sc(-c2ccsc2)cc1NS(=O)(=O)c1ccc(C(F)(F)F)cc1,-1,56*,/,0,-10,5,2,0,5,6

# 12 of the compounds above, with two lines to a compound.
# Each structure is followed by: TCR CD3 inh	rCAG binder	HTRA1 inh	MBD2 DNA inh	TDP2 absorb	PRMT1 inh	LEDGF integ inh	SIAE primary	GC-B act	ABHD4 inh
- O=C(NCc1ccccc1)NC1(C(=O)N2CCN3CCCC3C2)CCCCC1 (centres undefined)
    -2	4	0	-2	-2	-1	2	-2	3	0
- CC(C)OP(=O)(c1ccc(N(C)C)cc1)C(O)c1c(Cl)cccc1Cl (centres undefined)
    4	-7	-2	-5	12	1	0	-1	0	3
- CC(C)C[C@@H](CN)NC(=O)c1nc[nH]c1C(=O)N[C@@H](Cc1ccccc1)C(=O)CNC[C@H](C)NC(=O)c1nc[nH]c1C(=O)N[C@@H](C)C(=O)O
    0	0	0	-2	10	2	-3	2	1	7
- CC(=O)Nc1ccc(S(=O)(=O)N2CCC3(CC2)CC(=O)c2ccccc2O3)cc1
    -3	-3	-4	1	1	0	3	-1	-5	-3
- Cc1cc(C(=O)NC2CC(C)(C)Cc3c2cnn3-c2ccccc2)n(C)n1 (centres undefined)
    3	-8	-7	5	-2	-1	-2	-3	1	2
- Cc1cccc(NC(=O)CSc2nc(NS(=O)(=O)c3ccccc3)cc(=O)[nH]2)c1
    10	12	-18	-2	-1	2	1	-19	1	-5
- Cn1c(N)nc2ccccc2c1=O
    -8	-4	/	5	7	3	-1	0	3	1
- CC(C)(C)c1ccc(C(=O)N2CCN(S(=O)(=O)c3ccc(Br)s3)CC2)cc1
    -11	3	-13	-1	-16	0	1	-1	7	-1
- N#Cc1cc(-c2ccc(Cl)cc2)cn(Cc2c(Cl)cccc2Cl)c1=O
    -3	2	0	0	3	2	-6	2	-10	1
- O=S1(=O)CC(NCc2ccccc2)C(Nc2ccccc2)C1 (centres undefined)
    4	0	4	-5	10	0	-1	4	-1	4
- CN(C)/C=C1/OC(=O)C(C#N)=C1c1ccc(Cl)cc1
    -10	6	1	3	-9	4	-1	-10	9	-11
- COC(=O)c1ccc(COC(=O)c2ccc(CS(=O)(=O)c3ccc(C)cc3)cc2)cc1
    4	0	6	-2	-15	0	-2	2	-7	0

# These rows are one share of the data; count on the stated rates, not on these rows.
